# High-throughput results deposited in PubChem by several laboratories.
# NTR1 agonist = NTR1-driven beta-arrestin-GFP spot formation – imaging, U2OS cells, high content, primary screen (AID 493036). actives 0.17% (n = 330,000). activation, % at 20 µM. P30989. agonist mode;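 active = activation at or above 40% of the spot to cytoplasm intensity ratio, with at least 20 cells analyzed; inconclusive = wells under 20 cells, flagged as cytotoxic or low count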;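 note: 0% = DMSO without peptide and 100% = 100 nM NTR1 peptide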
# Target sequence (P30989 whole entry, looked up): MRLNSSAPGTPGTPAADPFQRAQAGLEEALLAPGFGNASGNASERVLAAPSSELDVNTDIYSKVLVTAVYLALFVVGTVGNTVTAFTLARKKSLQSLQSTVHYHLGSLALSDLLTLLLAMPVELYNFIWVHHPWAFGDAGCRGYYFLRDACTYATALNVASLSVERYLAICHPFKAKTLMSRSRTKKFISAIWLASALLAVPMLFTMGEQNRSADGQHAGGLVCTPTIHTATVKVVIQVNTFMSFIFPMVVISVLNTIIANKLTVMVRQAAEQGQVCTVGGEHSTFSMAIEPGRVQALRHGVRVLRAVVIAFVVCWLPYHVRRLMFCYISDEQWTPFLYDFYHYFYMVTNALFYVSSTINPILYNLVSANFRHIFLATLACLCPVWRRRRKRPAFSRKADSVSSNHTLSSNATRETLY
# HIV peptide binding = cell-free HIV fusion peptide-binding blockers – biochemical, uHTS, fluorescence dequenching, primary screen (AID 1986). cell-free peptide binding, fluorescence dequenching, 30 min; higher % means a stronger effect. one-dose inhibition, % at 20 µM; IC50 in µM for titrated hits. actives 0.3% (n = 290,000); in the data active = inhibition mostly above about 52%, no sharp cut-off; inactive = mostly below about 76%; note: some results filed as inactive read as strong as hits
# GPR55 antagonists = GPR55 antagonists blocking LPI-driven arrestin recruitment, primary screen, imaging, U2OS, beta-arrestin-GFP, LPI agonist (AID 2013). actives 0.13% (n = 290,000). inhibition, % at 10 µM; hits with a dose series show IC50 in µM. U2OS GPR55 beta-arrestin-GFP translocation imaging, LPI antagonism; higher % means a stronger effect;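 active = spots per cell inhibited over 60%, with over 100 cells counted and total cytoplasm intensity under 500,000; inconclusive = wells with under 100 cells, flagged as likely toxic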;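 note: U2OS cells stably carrying GPR55 and arrestin-GFP stimulated by 5 µM LPI near EC80; imaged beta-arrestin-GFP aggregate spots per cell after agonist stimulation; plate controls were LPI-stimulated DMSO wells for no effect and DMSO wells without LPI for full effect; some results filed as inactive read as strong as hits; confirmed hits need IC50 under 10 µM and bright autofluorescent wells are also inconclusive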
# UTI89 phage lysis = protection from phage-mediated lysis, alamar blue read-out – E. coli UTI89, K1F phage, bacterial capsule biogenesis inhibitors (AID 488966); inhibition, % at 100 µM, or IC50 in µM where a hit was titrated; E. coli UTI89 K1F phage lysis, alamar blue, 2 h; higher % means a stronger effect; actives 0.02% (n = 340,000);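 active = phage lysis inhibition, versus mean bacterial control, above a set limit; inconclusive = no clear call, values can overlap the other calls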;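 note: capsule biogenesis inhibitors block K1F phage lysis so surviving cells raise fluorescence; higher fluorescence means more inhibition of phage lysis; actives were called in the ten point dose series up to 300 µM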
# AID2073 = disruptors of CaV2.2 binding to Mint1 – biochemical, HTRF (AID 2073) | HTRF protein-protein interaction, Mint1-CaV2.2; higher % means a stronger effect | inhibition, % at 20 µM; hits with a dose series show IC50 in µM | actives 0.19% (n = 290,000); in the data active = inhibition mostly above about 51%, no sharp cut-off; inconclusive = no clear call, values can overlap the other calls; inactive = mostly below about 53%; note: some results filed as inactive read as strong as hits
# GPR35 arrestin U2OS = GPR35 antagonists blocking zaprinast-driven arrestin recruitment, primary screen, imaging, U2OS, beta-arrestin-GFP, zaprinast agonist (AID 2058) | U2OS GPR35 beta-arrestin-GFP translocation imaging, zaprinast antagonism; higher % means a stronger effect | actives 0.052% (n = 290,000) | one-dose inhibition, % at 10 µM; IC50 in µM for titrated hits;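 active = inhibition of at least 50% with at least 30 cells and total cytoplasm GFP at most 10,000,000; inconclusive = under 30 cells or total GFP of 10,000,000 plus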
# GPR55 activation = selective activators of receptor GPR55 – imaging, U2OS cells, beta-arrestin-GFP redistribution, primary screen (AID 1961); U2OS GPR55 beta-arrestin-GFP redistribution imaging; higher % means a stronger effect; activation, % at 10 µM, or EC50 in µM where a hit was titrated; actives 0.048% (n = 290,000);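 active = activation above 40% with more than 50 cells counted in the well; inconclusive = wells holding fewer than 50 cells, flagged as toxic or sparse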;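 note: U2OS osteosarcoma cells stably expressing GPR55 and beta-arrestin-GFP; plate controls were DMSO negative control for no effect and LPI positive control for full effect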
# NS5 inhibitors = Dengue-2 NS5 methyltransferase inhibitors, primary screen, biochemical, confirmation dose response (AID 588689); Dengue-2 NS5 methyltransferase capping enzyme assay, biochemical; higher % means a stronger effect; inhibition, % at 25 µM, or IC50 in µM where a hit was titrated; actives 0.3% (n = 340,000); in the data active = a potency from the dose series; inconclusive = inhibition above about 29% without an active follow-up result
# SIAH1 antagonists = Siah-1 peptide-binding antagonists, primary screen, biochemical, fluorescence polarization, rhodamine-plectin, uHTS (AID 1817); displacement, % at 20 µM, or IC50 in µM where a hit was titrated; Siah-1 / rhodamine-plectin peptide fluorescence polarization; higher % means a stronger effect; actives 0.02% (n = 290,000);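 active = displacement of at least 50% at 20 µM, with a fluorescence ratio check between 0.3 and a set limit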;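 note: plate controls were Siah plus tracer with DMSO for no effect and tracer alone without Siah for full effect; strong numbers were not always called active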
# NTR1 agonist cell count 20 µM = second read-out of NTR1 agonist, no call of its own (marks repeat the call); cell count; measured here: cell count, cytotoxicity flag
# NS5 inhibitors pilot replicate = recorded beside NS5 inhibitors, whose call it bears; inhibition, %; measured here: pilot screen replicate inhibition
# The depositor's hits bear a star; ? = inconclusive; . = not tested or not shown; [ ] = remark or other dose.
SMILES,NTR1 agonist,NTR1 agonist cell count 20 µM,HIV peptide binding,GPR55 antagonists,UTI89 phage lysis,AID2073,GPR35 arrestin U2OS,GPR55 activation,NS5 inhibitors,SIAH1 antagonists,others
O=C(NCc1cccnc1)c1ccc(Cl)cc1[N+](=O)[O-],1.0,84,-0.3%,6%,0.3%,-8%,1%,-0.4%,1%,-1%,
O=S(=O)(c1ccc(S(=O)(=O)N2CCN(Cc3ccccc3)CC2)cc1)N1CCOCC1,.,.,-3.6%,2%,.,-1%,-5%,-0.2%,.,4%,
COCC(C)n1c(C)cc(C(=O)CSc2ccc(NC(C)=O)cc2)c1C (configuration not stated),0.8,57,1.4%,-12%,0.1%,-9%,-3%,-0.1%,-10%,-1%,
COc1cc(=O)[nH]c(=O)n1C(=O)Cc1ccccc1,0.6,68,-2.4%,4%,-0.4%,3%,-2%,-0.2%,-7%,-3%,
CC1(C)C/C(=N\O)c2cc3c(nc2C1)CCCC3,-2.2,64,-0.6%,0%,0.5%,-2%,5%,0.0%,-3%,-2%,
COc1ccc(C2C(C#N)=C(N)Oc3c2oc(CO)cc3=O)c(OC)c1OC (configuration not stated),-0.4,84,-0.6%,0%,-0.1%,-10%,-11%,-0.2%,-6%,14%,NS5 inhibitors pilot replicate=-7.6
CCOC(=O)c1c(NC(=O)c2cccnc2)sc(C(C)=O)c1C,1.6,62,-0.4%,-2%,0.6%,14%,-7%,-0.3%,6%,1%,
COc1cc(/C=C/C(=O)OCC(=O)NCc2ccco2)ccc1OC(F)F,-0.4,64,-0.3%,2%,2.5%[50 µM],18%,0%,0.0%,3%,1%,
COc1ccc(NC(=O)c2ccc(-c3ccccc3C(F)(F)F)o2)cc1,-0.3,64,0.5%,-7%,0.2%,8%,4%,-0.3%,-7%,5%,
O=C(CSc1nnnn1-c1cccnc1)Nc1ccc(F)cc1F,-0.1,68,0.8%,8%,0.0%[50 µM],9%,2%,0.0%,-4%,6%,
CC(=O)c1cccc(OCC(O)CN2CCN(S(=O)(=O)c3c(F)cccc3F)CC2)c1 (configuration not stated),1.2,67,-0.2%,13%,0.2%,12%,-6%,0.0%,-3%,5%,
CC1(C)N([O-])C(c2cccs2)=C[N+]1=O,-0.1,58,-0.8%,0%,0.7%,-4%,14%,-0.2%,0%,-1%,
O=C(CN1C(=O)COc2ccccc21)NCCN1CCOCC1,0.3,56,0.8%,-1%,-0.1%,8%,-12%,-0.1%,-6%,2%,
Cc1cc(COc2ccccc2OCCN2CCN(C)CC2)no1,-0.1,40,1.6%,0%,0.6%,0%,2%,0.2%,-2%,-1%,
Cc1ccc(S(=O)(=O)N(CC(=O)NCCSc2ccccn2)c2ccc(C)c(C)c2)cc1,3.5,50,-0.3%,-2%,2.6%,0%,-3%,-0.2%,-6%,12%,
O=C(CN1CCN(S(=O)(=O)N2CCCCC2)CC1)Nc1cc(Cl)cc(Cl)c1,1.9,52,0.9%,8%,0.0%,5%,2%,-0.2%,0%,14%,
O=C(NNS(=O)(=O)c1ccc2ccccc2c1)c1cccs1,0.2,58,3.6%,-3%,0.1%[50 µM],4%,9%,-0.2%,1%,6%,
C=CCn1c(SCC(C)=O)nc2scc(-c3ccco3)c2c1=O,1.8,55,30%,-4%,0.1%,52%,-1%,0.3%,18%,14%,
Cc1cc(C)n(-c2ccc(C(=O)OCC(=O)NCc3ccc(F)cc3)cc2)n1,2.9,54,-2.1%,0%,3.1%[50 µM],5%,4%,0.3%,-7%,6%,
O=C(Nc1nc2ccccc2s1)c1cnccn1,1.4,46,-0.6%,-2%,0.2%,1%,11%,-0.1%,-1%,3%,
Cc1onc(-c2ccccc2Cl)c1C(=O)NC(=S)NCCc1ccccc1,11,67,0.5%,29%,1.8%[50 µM],5%,-3%,-0.4%,-8%,10%,
O=C(Nc1ccccc1)C(Cc1cccs1)c1nn[nH]n1 (configuration not stated),1.2,95,-1.1%,6%,0.1%,2%,-10%,0.0%,-9%,0%,
CCN(CC)CCCNC(=O)C(C)n1nc(C)c2sc3ccccc3c2c1=O (configuration not stated),0.3,64,-1.9%,8%,0.0%,-4%,24%,-0.1%,-6%,-2%,
N#Cc1c(C(F)(F)F)cc(=O)n2c1[nH]c1ccccc12,3.0,52,8.1%,-7%,1.1%,38%,9%,0.2%,8%,4%,
O=C(O)C1C2CCC(C2)C1C(=O)Nc1cc(F)ccc1F (configuration not stated),-2.5,85,-0.7%,8%,0.4%,1%,-4%,-0.4%,-2%,-4%,
NCCOc1ccc(C2CCCCC2)cc1,15,35,-1.0%,-6%,1.0%,-11%,12%,0.5%,-1%,-2%,
COc1cc(OC)c(C2=NOC(C(=O)Nc3ccc4c(c3)OCO4)C2)cc1Cl (configuration not stated),2.2,50,-2.6%,2%,3.8%,19%,5%,0.0%,-4%,-3%,
O=C(CSc1ccccn1)N1CCN(c2ncc(C(F)(F)F)cc2Cl)CC1,0.0,51,-0.3%,7%,-0.4%,-1%,-6%,-0.4%,-2%,2%,
COc1cc(/C=C2\C(=O)ON=C2c2ccccc2)cc(Br)c1O,35,65,63%*,18%,2.1%,22%,3%,0.2%,-48%,8%,
CN(Cc1ccccc1)C(=O)CN1C(=O)c2ccc([N+](=O)[O-])cc2C1=O,2.2,57,-0.3%,-18%,0.5%,-10%,-4%,0.2%,-7%,1%,
CCC(C)C(=O)Nc1nccs1 (configuration not stated),0.2,27,0.6%,2%,-1.1%,12%,5%,-0.1%,-6%,-1%,
O=S(=O)(NCC1CCCO1)c1cccc(C(F)(F)F)c1 (configuration not stated),-0.3,56,0.2%,4%,3.7%,9%,-9%,0.0%,-6%,2%,
CCOC(=O)Cn1c(=N)n(CCOc2ccc(OC)cc2)c2ccccc21,-0.7,69,-1.7%,10%,4.8%,?,-9%,0.0%,-6%,1%,
C#CCOC(=O)CN1C(=O)c2cccc3cccc(c23)C1=O,0.1,74,-1.1%,2%,0.2%,5%,3%,-0.2%,3%,9%,NS5 inhibitors pilot replicate=1.5
CCn1cc(-c2csc(N)n2)c(C)n1,-0.4,60,1.9%,-8%,0.1%,-18%,-4%,0.1%,-4%,8%,
CCN(CC)C(=S)SCc1csc(CC(=O)Nc2ccccc2C)n1,2.6,47,2.2%,-14%,1.1%,5%,-9%,-0.1%,-7%,7%,
Cc1cc(C(=O)OCC(=O)Nc2nnc(C(C)C)s2)c2ccccc2n1,-0.2,65,-2.8%,-3%,3.2%,0%,-1%,0.9%,-2%,5%,
CCn1c2ccccc2c2cc(NC(=O)CSc3nnnn3-c3ccccc3)ccc21,-1.4,48,1.5%,14%,0.1%,16%,0%,-0.4%,6%,4%,
Cc1nn(C)c(C(=O)Nc2cccc(Nc3ccccc3)c2)c1[N+](=O)[O-],3.0,75,-5.1%,-20%,0.0%,-1%,8%,0.0%,2%,-1%,
CCOc1ccc(NC(=O)COC(=O)C23CC4CC(CC(C4)C2)C3)c([N+](=O)[O-])c1,19,62,2.0%,-2%,1.2%[50 µM],-2%,4%,-0.2%,-3%,7%,
Cc1ccc(C)c(NC(=O)COC(=O)CCc2ccc(S(=O)(=O)N3CCOCC3)cc2)c1,0.3,53,-0.8%,9%,-0.2%,-7%,-5%,-0.5%,-3%,1%,
COc1ccc(-n2c(Cc3cccn3C)nnc2SCC(=O)Nc2cc(Cl)ccc2OC)cc1,1.7,50,2.8%,-3%,4.4%,5%,1%,-0.1%,3%,5%,
O=C(NC(=S)NNC(=O)[C@H]1C[C@@H]1c1ccccc1)c1cccc(F)c1,1.5,53,2.5%,-2%,-0.5%,-29%,4%,-0.1%,-6%,-11%,
COc1ccccc1-c1nc(SCC(=O)Nc2ccccc2F)n[nH]1,3.0,47,-1.0%,-14%,1.4%[50 µM],47%,-6%,-0.1%,0%,-4%,
CN(C)CCOC(=O)c1ccc(COc2ccccc2Br)o1,0.1,91,-0.2%,0%,0.2%,-2%,8%,0.0%,-1%,-4%,
CCC(=O)Nc1cc(-c2nn(C)c(=O)c3ccccc23)ccc1N1CCOCC1,-1.0,75,1.1%,-12%,0.8%,4%,7%,-0.1%,-5%,-4%,
O=C(CCN1CCCC1=O)NC1CCCc2c1cnn2-c1ccc(F)cc1F (configuration not stated),0.2,60,0.1%,7%,1.5%[50 µM],-7%,-16%,-0.1%,-9%,10%,

# Of the compounds above, 6 have a Cl atom.
SMILES,NTR1 agonist,NTR1 agonist cell count 20 µM,HIV peptide binding,GPR55 antagonists,UTI89 phage lysis,AID2073,GPR35 arrestin U2OS,GPR55 activation,NS5 inhibitors,SIAH1 antagonists,others
O=C(NCc1cccnc1)c1ccc(Cl)cc1[N+](=O)[O-],1.0,84,-0.3%,6%,0.3%,-8%,1%,-0.4%,1%,-1%,
O=C(CN1CCN(S(=O)(=O)N2CCCCC2)CC1)Nc1cc(Cl)cc(Cl)c1,1.9,52,0.9%,8%,0.0%,5%,2%,-0.2%,0%,14%,
Cc1onc(-c2ccccc2Cl)c1C(=O)NC(=S)NCCc1ccccc1,11,67,0.5%,29%,1.8%[50 µM],5%,-3%,-0.4%,-8%,10%,
COc1cc(OC)c(C2=NOC(C(=O)Nc3ccc4c(c3)OCO4)C2)cc1Cl (configuration not stated),2.2,50,-2.6%,2%,3.8%,19%,5%,0.0%,-4%,-3%,
O=C(CSc1ccccn1)N1CCN(c2ncc(C(F)(F)F)cc2Cl)CC1,0.0,51,-0.3%,7%,-0.4%,-1%,-6%,-0.4%,-2%,2%,
COc1ccc(-n2c(Cc3cccn3C)nnc2SCC(=O)Nc2cc(Cl)ccc2OC)cc1,1.7,50,2.8%,-3%,4.4%,5%,1%,-0.1%,3%,5%,

# Not a hit list; any-hit rate near 1.2%.
